# Assay outcomes as filed in PubChem BioAssay.
# RMI FANCM FP – disruptors of RMI1/RMI2 association with MM2 peptide – biochemical, fluorescence polarization, human, primary screen | RMI core complex (RMI1/RMI2) binding to FANCM MM2 peptide, human | RMI core complex with F-MM2 peptide; hits give low values | FP signal (polarization) at 33 µM | 70,000 compounds, 0.58% hits | AID 1159607, 2016; in the data active = FP signal below about 40; note: inactives centre near 61; strong numbers were not always called active; unit not given here
# * = called active by the depositor; & = joins results of further samples. Not all compounds are listed (hit frequency here may not be typical).
RMI FANCM FP,SMILES
54,Cc1nc2ccccc2c(=O)n1-c1cccc(NC(=O)c2ccccc2I)c1
67,CC(=O)N1CCc2ccc(NS(=O)(=O)c3cccc(F)c3)cc2C1
70,O=C(/C=C/c1ccc2c(c1)OCO2)NCCc1csc2nc(-c3ccc(F)cc3)nn12
57&60,CCc1cc(C(=O)N/N=C\c2ccccc2O)c2ccccc2n1
68,COc1ccc(C)c2sc(N(CCCN3CCOCC3)C(=O)c3ccnn3C)nc12
51,Cc1cc(NC(=O)CSc2ncc(CO)n2Cc2ccc(Cl)cc2)no1
58,CCC(C)(C(=O)NC1CCCCC1)N(Cc1ccco1)C(=O)c1ccc(=O)[nH]c1 (stereo unspecified)
40,O=S(=O)(Cc1ccc(Cl)cc1)NCc1cccnc1
60,Cc1ccc2nc3c(cc(C(=O)NCC4CCCO4)c(=N)n3CCCn3ccnc3)c(=O)n2c1 (stereo unspecified)
63,CC(C)(C)C(=O)N1CCN(C2c3ccccc3-c3ccccc32)CC1
51,CN1CCN(C(CNS(=O)(=O)c2ccc3c(c2)OCCO3)c2ccc(F)cc2)CC1 (stereo unspecified)
65,CC(=O)N1c2ccc(S(=O)(=O)N3CCN(c4ccc5nncn5n4)CC3)cc2CC1C (stereo unspecified)
61,O=C(NCCN1CCOCC1)c1cccc(S(=O)(=O)N2CCCCCC2)c1
63,COc1ccc(/C=C\C(=O)Nc2ccc3nc(N4CCN(C)CC4)sc3c2)cc1OC
55,O=C(NCc1ccco1)C(=O)NCC1COC2(CCCC2)O1 (stereo unspecified)

# In another format: results already given
Molecule: Cc1cc(NC(=O)CSc2ncc(CO)n2Cc2ccc(Cl)cc2)no1
  RMI FANCM FP: 51

Molecule: Cc1nc2ccccc2c(=O)n1-c1cccc(NC(=O)c2ccccc2I)c1
  RMI FANCM FP: 54

Molecule: Cc1ccc2nc3c(cc(C(=O)NCC4CCCO4)c(=N)n3CCCn3ccnc3)c(=O)n2c1 (stereo unspecified)
  RMI FANCM FP: 60

Molecule: COc1ccc(/C=C\C(=O)Nc2ccc3nc(N4CCN(C)CC4)sc3c2)cc1OC
  RMI FANCM FP: 63

# Continuation:
RMI FANCM FP,SMILES
62,Cc1ccc(-c2cc(CC(=O)NCCCc3ccccc3)no2)cc1
63,COc1cccc(/C=C2/SC(=S)N(Nc3ccc([N+](=O)[O-])cc3[N+](=O)[O-])C2=O)c1OC
71,COc1cc(C(=O)N2CCN(Cc3ccccc3)CC2)cc(OC)c1OC
59,O=S(=O)(c1ccc(Cl)cc1)N1CCCN(c2ccc(C(F)(F)F)cn2)CC1
64,O=C(CS(=O)(=O)c1ccc(Cl)s1)Nc1cc(F)ccc1F
65,C=CCn1c(=O)c(C(=O)Nc2cc(C)ccc2OC)c(O)c2ccccc21
65,NC(=O)Cc1c(Br)oc2ccc3ccccc3c12
57,CCSc1nnc(NC(=O)CSc2nnc(CNC(=O)c3ccccc3)n2-c2cccc(C(F)(F)F)c2)s1
62,CCOC(=O)C1CCN(C(=O)c2csc(Nc3ccccc3)n2)CC1
58,O=C(O)c1ccc2ccccc2n1
67,Cn1cccc1C(CNS(=O)(=O)c1ccc(F)cc1F)N1CCc2ccccc2C1 (stereo unspecified)
67,CCOc1ccc(-c2csc(-n3nc(C)cc3NC(=O)c3ccc([N+](=O)[O-])o3)n2)cc1
71,Cc1ccc(S(=O)(=O)n2cc(C(C#N)N3CCOCC3)c3ccccc32)cc1 (stereo unspecified)
52,O=C(NCc1n[nH]c(=O)c2ccccc12)c1cccs1
59,C(=C\c1cccs1)/c1ccccc1

# Further entries.
RMI FANCM FP,SMILES
96,Cc1cccc(NC(=O)CSc2nnc3cc(C)c4ccccc4n23)c1
60,CO[C@@H]1O[C@@H]2C(OS(=O)(=O)c3ccc(C)cc3)C(=O)O[C@@H]2[C@H]1OS(=O)(=O)c1ccc(C)cc1 (stereo partly specified)
66,O=c1oc2ccc(Cl)cc2cc1S(=O)(=O)N1CCCC1
73,Cc1cc(-c2nnc(NC(=O)c3ccc4c(c3)OCCO4)o2)nn1C
57,Cc1ccc(S(=O)(=O)N(C)c2ccccc2)s1
67,COc1ccccc1CNC(=O)CC1CCCCN1S(=O)(=O)c1ccccc1 (stereo unspecified)
56,COC(=O)N1CCc2c(sc(NC(=O)c3ccco3)c2C(N)=O)C1
69,COc1ccc(CC(=O)NCCNC(=O)c2ccc(NC(=O)C(C)C)cc2)cc1
64,Cn1cccc1C(CNS(=O)(=O)c1ccccc1Cl)N1CCCC1 (stereo unspecified)
101,COc1ccc(-c2ccc(=O)n(Cc3nc(-c4ccc(Cl)cc4)no3)n2)cc1OC
70,CCOc1ccc(S(=O)(=O)Nc2ccc3c(c2)CN(C(=O)c2cccs2)CC3)cc1
60,CCOC(=O)CSCC(=O)Nc1cccc(C)c1C
70,COc1cccc(NC(=O)NCCn2nc(-c3cccs3)ccc2=O)c1
61,COc1ccc(CC(=O)NCCS(=O)(=O)N2CCN(c3ccccn3)CC2)cc1OC
71,COc1ccccc1-c1nc(SCC(=O)Nc2nnc(C)s2)c2c(=O)n(C)c(=O)n(C)c2n1

# Carrying on.
RMI FANCM FP,SMILES
67,O=C(CSCc1ccccc1)NCCS(=O)(=O)N1CCN(c2ncccn2)CC1
70,COc1ccc2nc(-c3ccc(C)c(NS(=O)(=O)c4cc(C)ccc4OC)c3)cn2n1
87&116,COc1ccc(-c2noc(-c3c(SC)nn(CC(=O)Nc4ccc(C)c(C)c4)c3N)n2)cc1OC
40,OCCN/N=C\c1cc(Cl)cc(Cl)c1O
105,CCc1ccc(-c2cc3c(=O)n(Cc4nc(-c5ccc(OC)cc5)oc4C)ccn3n2)cc1
62,CCOC(=O)c1cc(OCCOC)c(OCCOC)cc1NS(=O)(=O)c1ccc(C)cc1
49,CC(=O)N1N=C(c2ccccc2O)CC1c1ccc(F)cc1 (stereo unspecified)
90,COc1ccccc1N1CCN(c2ncnc3scc(-c4ccc(Br)cc4)c23)CC1
74,CC1CN(C(=O)c2ccc(NS(=O)(=O)c3ccc(C(C)(C)C)cc3)cc2)CC(C)O1 (stereo unspecified)
57,NS(=O)(=O)c1ccc(NC(=O)CCCn2nc(-c3cccnc3)ccc2=O)cc1
54,O=C(NCC(c1ccsc1)N1CCCCCC1)c1cc2ccccc2oc1=O (stereo unspecified)
64,CCn1c(=NC(=O)C(C)(C)C)sc2cccc(Cl)c21
62,CCn1ccc(C(=O)Nc2nnc(C3CCCCC3)o2)n1
70,O=C(CSC1=NCCS1)Nc1nnc(-c2ccc(Br)cc2)s1
65,COc1ccc(Cl)cc1S(=O)(=O)Nc1ccc2c(c1)N(C)C(=O)C(C)(C)CO2

# Going on with the list:
RMI FANCM FP,SMILES
63,COc1ccc2cc(S(=O)(=O)N(Cc3ccccc3)Cc3ccccc3)ccc2c1
61,C=CCNC(=S)NS(=O)(=O)c1cccs1
57,COc1ccc(OC)c(-c2csc(NC(=O)c3cc(Cl)ccc3Cl)n2)c1
71,Cc1cc(-c2nnc(NC(=O)C3COc4ccccc4O3)o2)n(C)n1 (stereo unspecified)
58,CCOC(=O)Cn1cnc2c(nnn2Cc2ccc(F)cc2)c1=O
62,Cc1c(C)c(C)c(C(=O)CCC(=O)O)c(C)c1C
58,O=C(CSCc1ccccc1)Nc1nnc(SCC(=O)OCc2ccccc2)s1
65,COc1ccc(-c2nnc(NC(=O)C3CCCN3S(C)(=O)=O)o2)c(OC)c1 (stereo unspecified)
75,CN(C)c1ccc(CCNC(=O)c2ccccc2Cl)cc1
52,O=C(Nc1nc(S(=O)(=O)Cc2ccccc2)ns1)c1ccccc1F
60,CN(C)c1ccc(/C=N/N=C2/NC(=O)C(CC(=O)c3ccccc3)S2)cc1 (stereo unspecified)
60,CC(/C=C1\SC(=S)N(CCS(=O)(=O)O)C1=O)=C\c1ccccc1
60,Cc1ccc(S(=O)(=O)N(CC(=O)N2CCc3ccccc32)C(=O)N2CCN(C)CC2)cc1
63,Cc1ccc(NC(=O)c2ccccc2NC(=O)c2cc3ccccc3oc2=O)c(C(=O)c2ccccc2)c1
105,CCOc1ccc(-c2noc(CN3C(=O)COc4cc(C)ccc43)n2)cc1

# The listing continues:
RMI FANCM FP,SMILES
73,N#C/C(=C\c1ccc(O)c(O)c1)C(=O)NCCc1ccccc1
65,O=C1N(Cc2ccc(Cl)cc2)c2ccccc2S(=O)(=O)N1Cc1ccc(F)cc1
63,O=C(N/N=C/c1ccco1)c1cc(-c2ccc(Br)s2)[nH]n1
63,COc1ccc(-n2ncc(C(=O)NCc3sccc3C)c2C)cc1
56,N#CCc1nc2ccccc2[nH]1
66,Cc1[nH]c2ccccc2c1C(=O)CSc1ccc(Cl)cc1
73,O=C(CCl)Nc1noc2ncccc12
70,CCc1ccc2nc(Nc3nc4ccc(NC(C)=O)cc4s3)sc2c1
53,COc1cc(OC)c2nc(C)c3c(c2c1)SCC3
73,Cc1ccc(C)c2sc(NC(=O)C3CCCN(S(C)(=O)=O)C3)nc12 (stereo unspecified)
55,CN(C)C=Nc1nnc(C(F)(F)F)s1
58,Cn1c(=O)c2c(nc(CN3CCN(c4cccc(Cl)c4)CC3)n2Cc2cccc3ccccc23)n(C)c1=O
59&53,O=C1C(=O)N(CN2CCc3c([nH]c4ccccc34)C2C(F)(F)F)c2ccc(F)cc21 (stereo unspecified)
54,COc1ccc(S(=O)(=O)Nc2ccc3c(c2)-c2nc(C)sc2CC3)c(OC)c1
62,Cn1c(C2CCN(S(C)(=O)=O)CC2)nn(Cc2c(F)cccc2Cl)c1=O

# More records
RMI FANCM FP,SMILES
59,Nc1c(-c2n[nH]c(=S)n2-c2ccc(Cl)cc2Cl)cnn1-c1ccccc1
52&57,NC1(C(=O)O)CC1
62,Cc1ccc(CSc2nnc(Cc3ccsc3)n2C)cc1
76,CCCCn1c(O)c(C#N)c(C)c(N=Nc2ccc(OC)cc2)c1=O
68,COc1ccc(Cl)cc1NC(=O)N1CCN(c2ccc(-c3ccco3)nn2)CC1
66,Cc1nc(SCc2nc3ccccc3[nH]2)c2oc3ccccc3c2n1
500,CN(C)c1ccc(-c2cc(-c3ccccc3)nc(SCC(=O)N3CCCCCC3)c2C#N)cc1
59,Cc1nc2ccc(CN(C)c3ccc(C(=O)N[C@@H](CCC(=O)O)C(=O)O)s3)cc2c(=O)[nH]1
53,COc1cccc(C(=O)Nc2nc3c(SC)cccc3s2)c1OC
52,O=C(COc1ccc(Cl)cc1Cl)Nc1nnc(CS(=O)(=O)c2ccccc2)o1
72,CC(NC(=O)C(=O)NCCCc1ccc(N(C)C)cc1)c1ccccc1 (stereo unspecified)
60,CCC(Sc1nc2c(cnn2-c2ccccc2)c(=O)[nH]1)C(=O)OC (stereo unspecified)
63,CN(C)c1ccncc1C(O)C(F)(F)F (stereo unspecified)
64,O=C(NCC1CCCO1)c1csc(Nc2ccc(OC(F)F)cc2)n1 (stereo unspecified)
65,O=c1cccnn1CCNS(=O)(=O)c1cccs1

# Continuation.
RMI FANCM FP,SMILES
56,N#CNC(=NC1CCCCC1)NC1CCCCC1
63,O=C(CCn1cnc2c(cnn2-c2ccccc2)c1=O)NCc1ccccn1
58,COc1ccc(/C(C)=C2/SC(=S)N(CCC(=O)O)C2=O)cc1
76,Cc1cc(SCC(=O)N2CCC(c3noc4ccc(F)cc34)CC2)nc2ccccc12
72,CCCNC(=O)C(=O)NCC1CCN(Cc2cccs2)CC1
80,Cc1ccc(NC(=O)Nc2ccc(-c3ccc(N4CCN(C)CC4)nn3)cc2)cc1
72,Cc1cc(C)c(C)c(S(=O)(=O)NCCCN2CCOC(c3ccccc3)C2)c1C (stereo unspecified)
91,CCOC(=O)c1c(NC(=O)c2cc3c(=O)n4ccccc4nc3s2)sc2c1CCCC2
56,CC(C)(C)OC(=O)n1ccc2cc(Br)ccc21
63,NC(=O)c1nc2ccccc2s1
69,Cc1ccc(CS(=O)(=O)NCC2CCN(C(C)C)CC2)cc1
60,CN1CC(O)C(O)C(O)C1CO (stereo unspecified)
52,CCOC(=O)CN/C(SC)=C(/C#N)C(=O)c1cccs1
48,CC(=O)C(C)n1c(CN(Cc2ccccc2)Cc2ccccc2)nc2c1c(=O)n(C)c(=O)n2C (stereo unspecified)
64,C/C(=N/NC1=NCCCCC1)c1ccccc1

# More structures
RMI FANCM FP,SMILES
60,O=C(NCCS(=O)(=O)N1CCN(c2ncccn2)CC1)C12CC3CC(CC(C3)C1)C2
70,CC(C)CNCC(O)COC1CCCC1 (stereo unspecified)
61,Cc1ccccc1C(=O)NCCOc1ccc(F)cc1
57,CCOC(=O)c1ccc(N2C(=O)CC(SCC(=O)Nc3ccc(S(N)(=O)=O)cc3)C2=O)cc1 (stereo unspecified)
74,O=C(Cc1cn(Cc2ccc(F)cc2)c2ccccc12)NCc1ccc2c(c1)OCO2
61,O=S1(=O)CCC(NS(=O)(=O)c2ccc3ccccc3c2)C1 (stereo unspecified)
74,O=C(CSc1nnc2ccc3ccccc3n12)NCc1ccc2c(c1)OCO2
65,COc1cccc(C(=O)Nc2ccc3nc(C)n(-c4ccc(C)cc4)c(=O)c3c2)c1
63,CCOc1cc(S(=O)(=O)Nc2ccccc2C(=O)O)ccc1F
74,O=S(=O)(NCC1CCN(Cc2ccco2)CC1)c1ccccc1Cl

# Reformatted: entries from further up
canonical_smiles	RMI FANCM FP
O=C(NCCS(=O)(=O)N1CCN(c2ncccn2)CC1)C12CC3CC(CC(C3)C1)C2	60
CC(C)CNCC(O)COC1CCCC1 (stereo unspecified)	70
Cc1ccccc1C(=O)NCCOc1ccc(F)cc1	61
CCOC(=O)c1ccc(N2C(=O)CC(SCC(=O)Nc3ccc(S(N)(=O)=O)cc3)C2=O)cc1 (stereo unspecified)	57
O=C(Cc1cn(Cc2ccc(F)cc2)c2ccccc12)NCc1ccc2c(c1)OCO2	74
O=S1(=O)CCC(NS(=O)(=O)c2ccc3ccccc3c2)C1 (stereo unspecified)	61
O=C(CSc1nnc2ccc3ccccc3n12)NCc1ccc2c(c1)OCO2	74
